Source: PubChem BioAssay (National Center for Advancing Translational Sciences (NCATS))
TSHR antagonist: blocks TSH signaling through the human TSH receptor; actives 0.2% (n = 330,000); TSHR-expressing cells, TSH-stimulated cAMP HTRF, 2 h; active compounds read low; activity change, negative = inhibition, % at 11.5 µM;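 active = activity change below a set negative limit, meaning inhibition stronger than a set level, cut at about -70% in these data; inconclusive = activity change between two set negative limits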; also: % is scaled to controls: 0 for no effect and ±100 for the full control effect
Target sequence (P16473 whole entry, looked up): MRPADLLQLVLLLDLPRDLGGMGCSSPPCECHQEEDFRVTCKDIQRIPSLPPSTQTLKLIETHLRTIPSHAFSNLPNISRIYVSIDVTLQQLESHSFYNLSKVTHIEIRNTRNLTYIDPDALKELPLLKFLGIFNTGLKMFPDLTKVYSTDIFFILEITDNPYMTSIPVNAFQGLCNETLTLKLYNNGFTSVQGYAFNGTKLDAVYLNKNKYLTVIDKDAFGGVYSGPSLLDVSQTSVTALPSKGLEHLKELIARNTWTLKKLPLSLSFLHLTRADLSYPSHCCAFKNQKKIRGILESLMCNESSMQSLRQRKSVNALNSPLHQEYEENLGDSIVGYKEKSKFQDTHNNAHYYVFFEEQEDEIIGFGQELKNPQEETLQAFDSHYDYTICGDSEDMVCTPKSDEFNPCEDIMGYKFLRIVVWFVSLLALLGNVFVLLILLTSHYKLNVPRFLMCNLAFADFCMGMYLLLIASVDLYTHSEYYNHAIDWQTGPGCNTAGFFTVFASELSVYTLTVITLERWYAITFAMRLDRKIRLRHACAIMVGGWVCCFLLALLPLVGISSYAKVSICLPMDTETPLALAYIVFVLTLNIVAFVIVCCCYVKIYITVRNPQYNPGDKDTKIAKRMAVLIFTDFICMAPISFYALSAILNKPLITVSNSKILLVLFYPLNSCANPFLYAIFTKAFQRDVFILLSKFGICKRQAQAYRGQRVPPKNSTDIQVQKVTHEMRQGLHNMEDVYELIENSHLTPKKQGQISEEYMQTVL
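Freshly harvested TSHR cells receive pin-tooled compound, then EC80 TSH at 4nM final. After 2 hours at 37 deg C, antibody in lysis buffer and cAMP-d2 are added; 30 minutes at ambient temperature precede the HTRF read.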
Menin MLL FP TR: displaces Texas Red mutant MLL peptide from human menin | Menin + Texas Red MLL mutant peptide, fluorescence polarization | AID 1768 | Potency, µM (doses to about 61.6 µM), without a hit: top-dose FP activity change, negative = inhibition, actives largely listed as inhibitors | O00255 | actives 0.23% (n = 270,000); active = well fitted inhibition curve with a large enough effect in the polarisation, with a control signal flat, not every such curve was filed as active; inconclusive = small, poorly fitted or top-dose-only effect, or effect the other way, or a change in a side signal; inactive = no such curve, though single readings can be large or run the other way; the % refers to the polarisation; also: potency is read from the fitted curve at half-maximal effect; % of control where 0% means no effect; many of its hits are not listed in these tables
a7 integrin act: integrin-mediated muscular dystrophy alleviation activation; alpha7betagal myoblasts, beta-gal FDG fluorescence, 48 h; Potency, µM (series often up to 38.3 µM), for inactives: at the highest dose activation, most hits filed as activators; actives 0.064% (n = 350,000); AID 624291;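 also: potency is read from the fitted curve at half-maximal effect; 100% = response of the positive control SU9516; nearly all actives have a fitted effect of over 60% in size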
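alpha7betagal+/- myoblasts (passage 13, 250/well) treated 48 h at 37C with compounds at 1:260 dilution of DMSO stock. Lysed, then beta-galactosidase activity read as FDG fluorescence (ex 480/em 540) after 30 min, with pre-read for autofluorescence.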
Mito fusion act: inhibitors of mitochondrial division or activators of mitochondrial fusion | S. cerevisiae fusion-defective mutant growth rescue, CellTiterGlo 48 h | Potency, µM (titrated, usually from 46.1 µM), for inactives: at the top dose growth rescue (activation), usual class: activators | actives 0.23% (n = 320,000) | AID 485298;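 also: potency is read from the fitted curve at half-maximal effect; % of control where 0% means no effect; nearly all actives have a fitted effect of over 45% in size; temperature-sensitive fusion mutants such as fzo1-1 at 37 °C on non-fermentable ethanol glycerol medium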
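Growth-rescue viability read-out: after 48 h at the non-permissive 37C in glycerol/ethanol YPEG, yeast mitochondrial fusion mutants are measured by CellTiterGlo luminescence; compounds (23 nl pinned per well) restoring growth score as division inhibitors or fusion activators.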
TCR act: activators of T cell receptors. 330,000 tested, under 10 active. AID 504894. Potency, µM (top dose mostly 9.22 µM), inactives show at the highest dose activation of IL-2 secretion, actives largely listed as activators. primary human leukocytes, anti-CD3, IL-2 HTRF, 48 h; also: % of control where 0% means no effect
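Primary human leukocytes were stimulated with a-CD3 beads plus compounds for 48 hr without co-stimulation; secreted IL-2 was quantified by HTRF using a-IL-2-K (europium cryptate) and a-IL-2-d2, excited at 320nm with acceptor emission read at 665nm.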
ASM inhibitor: inhibitors of human secretory acid sphingomyelinase; P17405; placental ASM, HMU-PC fluorogenic substrate, 60 min; Potency, µM (highest dose often 57.5 µM), for the others: at the highest dose activity change, negative = inhibition, most hits filed as inhibitors; actives 0.006% (n = 340,000); AID 504937; also: potency is read from the fitted curve at half-maximal effect
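qHTS format. ASM enzyme prepared from human placenta hydrolyses the fluorogenic substrate HMU-PC0 (9 uM final) over 60 min at 37 °C after a 10 min compound preincubation.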
MBNL1-CUG inh: inhibitors of human MBNL1 binding to CUG repeat RNA. Potency, µM (top dose mostly 57.5 µM), without a hit: top-dose activity change, negative = inhibition, most hits filed as inhibitors. Q9NR56. TR-FRET MBNL1-His/biotin-(CUG)12 binding, 665/545 ratio. actives 0.036% (n = 280,000); active = well fitted inhibition curve with a large enough effect in the signal ratio, with a control signal flat, not every such curve was filed as active; inconclusive = small, poorly fitted or top-dose-only effect, or effect the other way, or a change in a side signal; inactive = no such curve, though single readings can be large or run the other way; the % refers to the signal ratio; also: potency is read from the fitted curve at half-maximal effect; % is scaled to controls: 0 for no effect and ±100 for the full control effect
Target sequence (Q9NR56 whole entry, looked up): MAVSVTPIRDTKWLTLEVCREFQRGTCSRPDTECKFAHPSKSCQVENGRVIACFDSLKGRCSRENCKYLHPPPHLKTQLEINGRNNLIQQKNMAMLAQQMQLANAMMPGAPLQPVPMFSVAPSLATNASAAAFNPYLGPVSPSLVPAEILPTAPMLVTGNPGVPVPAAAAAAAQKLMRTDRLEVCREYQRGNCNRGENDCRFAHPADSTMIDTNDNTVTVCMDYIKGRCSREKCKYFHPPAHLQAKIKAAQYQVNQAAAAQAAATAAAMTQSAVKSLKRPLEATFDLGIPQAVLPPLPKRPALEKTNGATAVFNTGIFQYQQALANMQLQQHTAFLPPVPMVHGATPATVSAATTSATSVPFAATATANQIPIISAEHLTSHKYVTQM
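TR-FRET between His-tagged MBNL1 and biotin-(CUG)12 RNA, detected with Tb anti-His antibody (0.055 ng/ul) and streptavidin-XL665 (5 nM), 60 min at room temperature. Compounds titrated 92 nM to 58 uM; 665/545 nm ratio normalized to buffer and complex controls.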
PTAP TSG101 blk: blocks PTAP/TSG101 interaction to inhibit HIV-1 budding. Q99816. Fluorescence polarization, FITC-PTAP peptide / Tsg101 binding. Potency, µM (series often up to 115 µM), without a hit: top-dose activity change, negative = inhibition, usual class: inhibitors. 340,000 tested, under 10 active; active = well fitted inhibition curve with a large enough effect in the main read-out, with a control signal flat, not every such curve was filed as active; inconclusive = small, poorly fitted or top-dose-only effect, or effect the other way, or a change in a side signal; inactive = no such curve, though single readings can be large or run the other way; also: potency is read from the fitted curve at half-maximal effect; % of control where 0% means no effect
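Steps: Tsg101 binding domain dispensed (10 uM final), compounds pinned in DMSO, FITC-labeled PTAP-motif peptide added (50 nM final); after 20 min binding at room temperature, polarization measured.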
MLL CXXC-DNA inh: blocks binding of human MLL CXXC domain to DNA; Q03164; MLL-CXXC / FITC-HOXA9 DNA fluorescence polarization; Potency, µM (top dose mostly 115 µM), for the others: at the highest dose activity change, negative = inhibition, usual class: inhibitors; actives 0.037% (n = 290,000); active = well fitted inhibition curve with a large enough effect in the polarisation, with a control signal flat, not every such curve was filed as active; inconclusive = small, poorly fitted or top-dose-only effect, or effect the other way, or a change in a side signal; inactive = no such curve, though single readings can be large or run the other way; the % refers to the polarisation; also: potency is read from the fitted curve at half-maximal effect
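Purified MLL-CXXC (added from a 7 uM solution) was preincubated 5 min at ambient with pinned compounds in 50 mM Tris-HCl pH 7.5, 50 mM NaCl, 1 mM DTT, 0.05% BSA. Fluorescein-labeled HOX-A9 DNA (50 nM solution) followed, 30 min, then polarization read.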
A-T KAP1 phos: potential ataxia-telangiectasia treatment. Potency, µM (highest dose often 57.5 µM), for the others: at the top dose activation, hits mostly activators. actives 0.19% (n = 320,000). […] A-T fibroblasts, KAP-1 phosphorylation AlphaLISA; neocarzinostatin DNA damage 30 min before lysis; also: potency is read from the fitted curve at half-maximal effect; % of control where 0% means no effect; nearly all actives have a fitted effect of over 45% in size
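hTERT-immortalized A-T patient fibroblasts ([…]), 500 cells/well in OPTI-MEM, 1% FBS, got compounds for 60 min, then NCS for 30 min at 37C. Lysates were then assayed for phospho-KAP-1 by AlphaLISA (anti-pKAP1 donor, anti-KAP1 acceptor beads), 6 hr at 25C.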
The depositor's hits bear a star; i = inactive; ? = inconclusive; · = no result given; & = joins results of further samples; [ ] = remark or other dose. Unless noted, calls follow the shape of the dose curve; as a rule, active = well fitted curve in the direction sought with a large enough effect; inconclusive = small, poorly fitted or top-dose-only effect, or another doubt; inactive = no such curve, though single readings can be large; an effect the other way counts as inactive or inconclusive.

item | Compound | TSHR antagonist | Menin MLL FP TR | a7 integrin act | Mito fusion act | TCR act | ASM inhibitor | MBNL1-CUG inh | PTAP TSG101 blk | MLL CXXC-DNA inh | A-T KAP1 phos
1 | CC(C)(C)c1cc(CN2CCCC(O)C2)c(O)c(C(C)(C)C)c1 (centres undefined) | 8 | 1% | -11%[7.66 µM] | -7% | -6% | 0% | 3% | ? | -13% | 5%
2 | CCOc1ccc(NC(=O)CSc2nnc(-c3ccccn3)n2N)cc1 | 0 | 3% | 6% | -1% | 1% | 3% | 8% | -4% | 9% | 19%
3 | CC(Oc1ccccc1)C(=O)N1CCc2ccccc2C1 (centres undefined) | -4 | -8% | 13% | -1% | 2% | 3% | -5% | -9% | 6% | 8%
4 | CC(=O)C1C(C)CC2C3CCC4CC(=O)CCC4(C)C3CCC21C (centres undefined) | · | · | -2% | · | -4% | 0% | · | 1% | · | ·
5 | CCOc1cc2[nH]c(=O)n(CC3CCC(C(=O)NCCCOC)CC3)c(=O)c2cc1OCC (centres undefined) | -16 | -8% | -18% | -5% | 3% | -2% | 6% | 0% | 8% | -8%
6 | CC1CCCCN1CCCNC(=O)c1ccc2nc(N3CCCCC3)sc2c1 (centres undefined) | 8 | 8% | -13% | -2% | -3% | 1% | -5% | 0% | 0% | 7%
7 | CCCCc1c(C(=O)O)cc(OC)cc1C(=O)O | 8 | 1% | 19% | 4% | 0% | 2% | -2% | -5% | 15% | -15%
8 | CCCn1nc(NC(=O)c2ccco2)c2cc3cc(C)ccc3nc21 | -5 | · | 0% | 2% | -5% | 425%[activator] | 18% | -5% | -11% | 22µM*
9 | CCNC(=S)NNC(=O)CSc1nc2ccccc2n1C | -7 | · | 21% | -1% | 5% | -2% | · | -1% | ? | 1%
10 | O=C(Oc1cccc(C(=S)N2CCOCC2)c1)c1cccc([N+](=O)[O-])c1 | -4 | 8% | -37% | ? | -1% | 0% | ? | -2% | 14% | -3%
11 | CCN(CC)c1ccc(NC(=O)CCNC(=O)c2ccco2)cc1 | 2 | -10% | -19% | 2% | 7%[46.1 µM] | 1% | -8% | -3% | 7% | 4%
12 | COc1cc2c(cc1OC)C(c1cc3cc(OC)c(OC)cc3[nH]c1=O)N(C(=O)C1CC1)CC2 (centres undefined) | -8 | -15%[11.7 µM] | -7% | -4% | 1% | 41% | 0% | -4% | 13% | 10%
13 | O=C(NCc1ccco1)c1ccccc1NS(=O)(=O)c1ccc(Br)s1 | -29 | ? | 1% | -14% | -7% | -5% | -8% | -7% | -22% | -5%
14 | C/C(=N/NC(N)=S)c1ccc(Br)s1 | -3 | 15% | -46%[inhibitor] | 7% | · | -3% | ? | -5% | 1% | 2%
15 | Cc1ccc(/C=N/N(C)S(=O)(=O)c2ccc(C)cc2)cc1 | -24 | 4% | -37% | -15% | 1% | -5% | -15% | -8% | 1% | 28µM*
16 | NS(=O)(=O)c1ccc(SCc2ccccc2)nc1 | · | · | 3% | · | 4% | -2% | · | -10% | · | ·
17 | CN(c1ccccc1)S(=O)(=O)c1ccc(Cl)c(C(=O)NCc2ccccc2CN2CCCC2)c1 | -2 | · | -29% | 0% | 0% | -2% | · | -3% | · | -4%
18 | COc1cc2ccc(=O)oc2c(O[C@@H]2O[C@H](CO)[C@@H](O)[C@H](O)[C@H]2O)c1O | -2&-9 | -10% | -3%&-7% | 7% | -12%&-12% | · | 24% | -5%&-6% | 9% | -2%&2%
19 | CC(=O)Nc1ccc(OCCOc2ccc(/C=C3\C(=N)N4N=C(C)SC4=NC3=O)cc2)cc1 | -10 | ? | 13% | -2% | 0% | 2% | -5% | 0% | 17% | -8%
20 | CC(NC(=O)c1ccc(Cn2cc([N+](=O)[O-])cn2)o1)c1ccccc1 (centres undefined) | -19 | -5% | 1% | 2% | 1% | -1% | 5% | -1% | -2% | -1%

Next entries follow:
item | Compound | TSHR antagonist | Menin MLL FP TR | a7 integrin act | Mito fusion act | TCR act | ASM inhibitor | MBNL1-CUG inh | PTAP TSG101 blk | MLL CXXC-DNA inh | A-T KAP1 phos
21 | CCOC(=O)NC(=O)CSc1ccccn1 | 9 | -14% | -19% | -4% | · | 0% | -1% | -7% | -1% | 4%
22 | Cc1ccc(OCC(=O)NNC(=O)C2CSC3(C)CCC(=O)N23)cc1 (centres undefined) | 1 | · | 2% | -3% | 4% | 2% | · | 1% | · | 0%
23 | CN(C)C(=S)NCc1ccccc1 | 15 | 13% | -48%[inhibitor] | -3% | 5% | -2% | -8% | 0% | -15% | -8%
24 | CCCC(=O)NC(=S)Nc1cccc(NC(=O)c2ccccc2)c1 | 15 | ? | -9% | -9% | 0% | -3% | 3% | -1% | -1% | 5%
25 | COCCNS(=O)(=O)c1cc2[nH]c3c(c2cc1C)C(=O)CC(C)(C)C3 | -2 | 1% | 8% | -4% | -1% | -2% | -2% | 3% | 2% | 1%
26 | O=C(NC1(C(F)(F)F)NC(=O)N(Cc2cccnc2)C1=O)c1cccs1 (centres undefined) | 3 | 14% | -16% | -1% | 2% | 1% | -3% | -1% | 2% | 4%
27 | CCOc1ccccc1NC(=O)C(OC(=O)c1ccc(NC(=O)CC#N)cc1)c1ccccc1 (centres undefined) | -6 | · | -11% | 21% | 1% | -1% | · | 0% | · | 14%
28 | COc1ccc(NC(=O)c2cnn3c(C(F)(F)F)cc(-c4ccco4)nc23)cc1OC | -7 | -9% | 23% | 3% | -4% | -5% | -6% | -7% | -2% | 2%
29 | COc1ccc(NC(=O)CSc2nc(=O)n(CCN(C)C)c3c2CCCC3)cc1 | 1 | · | -19% | 3% | 5% | -2% | · | -3% | · | 4%
30 | CCNC(=O)COC(=O)/C=C/c1cccc(F)c1 | 10 | -9% | ? | 3% | 10% | 1% | 14% | 0% | 7% | -2%
31 | Cc1cc(-c2nc3cccnc3s2)ccc1NS(=O)(=O)c1cccs1 | -45 | ? | 6% | 6% | 6% | i | 11% | 0% | -1% | ?
32 | CCn1c(O)c(/C=C2\C=Nc3ccccc32)sc1=Nc1ccc(C)cc1 | -11 | ? | -25% | 1% | 1% | -3% | -5% | 1% | 27% | -3%
33 | Cc1cc(C)c2[nH]c(=O)c(CN(CC3CCCO3)C(=S)Nc3ccccc3)cc2c1 (centres undefined) | 2 | -19% | -7% | ? | -5%[46.1 µM] | 2% | · | 2% | 2% | 0%
34 | CN(C)C(CNc1ncnc2sc3c(c12)CCCCC3)c1ccco1 (centres undefined) | -4 | · | 2% | -5% | -8% | 10% | -1% | -4% | 0% | 5%
35 | Cc1cc2c(ccc3[nH]onc32)n1 | 21 | · | 11% | 2% | -11% | 13% | ? | -1% | -4% | 4%
36 | C=CCOC(=O)C(C(=O)Cc1ccccc1)c1ccccc1 (centres undefined) | · | · | 12% | · | 1% | 0% | · | 0% | · | ·
37 | COCCC(=O)N1CCC(C(=O)Nc2ccc(Oc3ccccc3)nc2)CC1 | 10 | 1% | 15% | -8% | 4% | -2% | -4% | -2% | -3% | -2%

Part of the list above in order of heavy-atom count, high to low:
item | Compound | TSHR antagonist | Menin MLL FP TR | a7 integrin act | Mito fusion act | TCR act | ASM inhibitor | MBNL1-CUG inh | PTAP TSG101 blk | MLL CXXC-DNA inh | A-T KAP1 phos
25 | COCCNS(=O)(=O)c1cc2[nH]c3c(c2cc1C)C(=O)CC(C)(C)C3 | -2 | 1% | 8% | -4% | -1% | -2% | -2% | 3% | 2% | 1%
30 | CCNC(=O)COC(=O)/C=C/c1cccc(F)c1 | 10 | -9% | ? | 3% | 10% | 1% | 14% | 0% | 7% | -2%
21 | CCOC(=O)NC(=O)CSc1ccccn1 | 9 | -14% | -19% | -4% | · | 0% | -1% | -7% | -1% | 4%

Single records (already shown). Values in the order: TSHR antagonist, Menin MLL FP TR, a7 integrin act, Mito fusion act, TCR act, ASM inhibitor, MBNL1-CUG inh, PTAP TSG101 blk, MLL CXXC-DNA inh, A-T KAP1 phos
Profile of COc1ccc(NC(=O)c2cnn3c(C(F)(F)F)cc(-c4ccco4)nc23)cc1OC : -7, -9%, 23%, 3%, -4%, -5%, -6%, -7%, -2%, 2%
Profile of COCCC(=O)N1CCC(C(=O)Nc2ccc(Oc3ccccc3)nc2)CC1 : 10, 1%, 15%, -8%, 4%, -2%, -4%, -2%, -3%, -2%

Only part of the results is shown; rates above refer to the full screens.
